Screens (PubChem BioAssay)
MITF act = activators of MITF-driven TRPM1 promoter activity in SK-MEL-5 cells; SK-MEL-5 TRPM1-promoter luciferase, 24 h; % of positive control, neutral wells = 0; activation, % at 12.5 µM; actives 0.75% (n = 300,000);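 active = mean activation of at least 80% with every replicate also reaching 80%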;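 also: 0% = neutral control wells and 100% = parthenolide positive control wells; values of inactives mirror those of a sister screen read the other way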
PvdQ inh = blocks Pseudomonas aeruginosa PvdQ acylase activity. purified PvdQ acylase, fluorescence plate reader. inhibition, % at 10 µM. actives 0.063% (n = 340,000). AID 488965; in the data active = inhibition above about 30%, passing the limit was not always enough;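 also: 0% = vehicle neutral wells and 100% = reference inhibitor wells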
CAL PDZ FP-1 = inhibitors of human CAL PDZ peptide binding; purified CAL PDZ, TMR-peptide fluorescence polarization, 1 h; inhibition, % at 20 µM; Q9HD26; actives 0.02% (n = 330,000); AID 504414;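 active = highest replicate inhibition of at least 40%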;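 also: plate controls were DMSO neutral control wells for no effect and unlabeled competitor peptide control wells for full effect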
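material = purified tagged CAL PDZ domain construct (CerCALP) | compound dosing = 20 µM, one dose | times = 1 h at RT | measured by = fluorescence polarization from S- and P-plane intensities, G-factor corrected | read-out = inhibition from polarization loss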
PfHsp90 yeast 2 = reduces growth (ATP signal) of yeast expressing P. falciparum Hsp90; S. cerevisiae expressing PfHsp90, BacTiter-Glo ATP, 48 h; yeast lacking PDR1 and PDR3 efflux regulators; inhibition, % at 9.4 µM; actives 0.32% (n = 310,000); AID 504621;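 active = every replicate shows inhibition above about 80%, whatever the replicate mean, limit read from the data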;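 also: 0% = DMSO neutral controls and 100% = 20 µM radicicol positive controls; yeast relying on Plasmodium falciparum Hsp90 in place of its own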
NSD2 HMT inh = blocks human histone methyltransferase NSD2; O96028; actives 0.54% (n = 310,000); inhibition, % at 12.5 µM; NSD2 peptide methylation, AlphaScreen, 120 min; in the data active = inhibition above about 50%
SR-BI DiI-HDL act = SR-BI HDL lipid transfer activation; actives 0.096% (n = 320,000); activation, % at 12.5 µM; CHO ldlA[mSR-BI] cells, DiI-HDL uptake fluorescence, 3 h; 100 = double the neutral-control signal;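 active = mean replicate activation of at least 60% and every replicate at or above 60%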;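 also: 0% = median plate neutral-control signal and 100% = twice that signal; values of inactives mirror those of a sister screen read the other way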
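System: CHO ldlA[mSR-BI] cells / Medium: HEPES-buffered (25 mM, pH 7.4) F12 plus 0.5% BSA / Probe or stimulus: labelled HDL, 10 µg/mL / Doses: single compound concentration, delivered by pin transfer / Schedule: 3 h, 37 °C / Measured by: DiI fluorescence, bottom read / Measure: cell-associated DiI fluorescence as measure of HDL uptake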
Rtt109 Vps75 = blocks Candida albicans Rtt109/Vps75 acetyltransferase activity | Q5AAJ8 | purified Rtt109/Vps75, ThioGlo CoA-SH fluorescence, 4 h | inhibition, % at 34.9 µM | actives 0.16% (n = 330,000) | AID 540336;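 active = inhibition of at least 50% in every replicate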
SR-BI HDL uptake = blocks mouse SR-BI lipid uptake from DiI-HDL; ldlA[mSR-BI] CHO cells, DiI-HDL uptake fluorescence, 3 h; Q61009; actives 0.96% (n = 320,000); AID 488896; inhibition, % at 12.5 µM;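 active = mean replicate inhibition of at least 70% and a set share of replicates each scoring 70 or more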;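 also: 0% = median of neutral control wells and 100% = median of positive control wells; values of inactives mirror those of a sister screen read the other way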
Target sequence (Q61009 whole entry, looked up): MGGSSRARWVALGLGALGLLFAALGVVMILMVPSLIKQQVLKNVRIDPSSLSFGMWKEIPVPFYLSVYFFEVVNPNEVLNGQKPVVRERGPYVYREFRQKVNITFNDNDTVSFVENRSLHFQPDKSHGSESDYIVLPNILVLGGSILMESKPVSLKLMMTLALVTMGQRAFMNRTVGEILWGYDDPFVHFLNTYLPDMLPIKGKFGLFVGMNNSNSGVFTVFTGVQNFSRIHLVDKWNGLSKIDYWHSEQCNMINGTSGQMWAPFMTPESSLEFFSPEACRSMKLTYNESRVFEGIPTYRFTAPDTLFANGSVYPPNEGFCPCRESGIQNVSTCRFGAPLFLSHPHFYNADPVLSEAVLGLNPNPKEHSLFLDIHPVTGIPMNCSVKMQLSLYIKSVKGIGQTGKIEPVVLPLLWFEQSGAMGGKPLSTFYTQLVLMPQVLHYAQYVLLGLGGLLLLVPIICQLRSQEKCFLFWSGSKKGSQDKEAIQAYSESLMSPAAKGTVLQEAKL
dFosB activator = activators of mouse delta FosB homodimer; P13346; purified delta FosB, TAMRA-CDK5 oligo fluorescence polarization; percent of positive-control signal above neutral wells; actives 0.99% (n = 340,000); activation, % at 25 µM;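 active = mean activation above about 17%, with every replicate also reaching it, limit read from the data, passing the limit was not always enough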;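 also: fluorescence polarization rise as delta FosB binds a TAMRA Cdk5 AP-1 oligo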
Target sequence (P13346 whole entry, looked up): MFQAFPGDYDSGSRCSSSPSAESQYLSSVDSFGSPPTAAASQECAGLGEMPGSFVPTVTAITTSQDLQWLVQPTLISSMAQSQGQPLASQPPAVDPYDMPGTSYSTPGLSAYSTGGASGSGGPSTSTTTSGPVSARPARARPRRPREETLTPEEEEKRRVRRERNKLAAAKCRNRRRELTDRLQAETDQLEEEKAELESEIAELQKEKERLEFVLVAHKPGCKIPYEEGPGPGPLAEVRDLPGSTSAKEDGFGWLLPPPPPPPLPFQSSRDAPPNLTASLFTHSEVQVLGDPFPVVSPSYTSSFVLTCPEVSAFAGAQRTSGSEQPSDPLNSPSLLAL
CAL PDZ FP-2 = blocks peptide binding to the human CAL PDZ domain | AID 602252 | actives 0.92% (n = 300,000) | purified CAL PDZ, TMR-peptide fluorescence polarization, 1 h | Q9HD26 | inhibition, % at 24.9 µM;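 active = mean inhibition of at least 30% with at least half of replicates also reaching 30%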;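 also: 0% = DMSO neutral control and 100% = excess unlabeled competitor peptide PRC23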
* = called active by the depositor; . = not tested or not shown.

SMILES | MITF act | PvdQ inh | CAL PDZ FP-1 | PfHsp90 yeast 2 | NSD2 HMT inh | SR-BI DiI-HDL act | Rtt109 Vps75 | SR-BI HDL uptake | dFosB activator | CAL PDZ FP-2
CSCCC(NC(=O)c1ccco1)C(=O)NCC(c1ccco1)N1CCCCC1 (configuration not stated) | -11 | -13 | -1.1 | -26 | -5 | 1 | 4 | -1 | -4 | .
CC1CCC(NC(=O)CN2C(=O)c3cccnc3Oc3ccc(Cl)cc32)CC1 (configuration not stated) | 2 | -16 | -1.1 | 0 | 1 | -5 | 10 | 5 | -5 | 0
CN1C(=O)/C(=C/C=C2/CCCN2C)N(C)C1=S | 26 | -1 | -1.8 | 5 | 7 | 35 | 1 | -35 | -1 | -1
COc1ccc(S(=O)(=O)NC(CC(=O)NCCc2ccccc2)c2ccco2)cc1 (configuration not stated) | -3 | 5 | -0.3 | -11 | 0 | 14 | 3 | -14 | 3 | 2
O=S(=O)(Nc1cccc(-c2ccc3nncn3n2)c1)c1ccc(Cl)s1 | -1 | 9 | -2.3 | 0 | 2 | 10 | -5 | -10 | -2 | 2
CC(OC(=O)CNC(=O)c1ccc(Br)cc1)C(=O)NC1CCCCC1C (configuration not stated) | -1 | -3 | -1.3 | -7 | 1 | -2 | -3 | 2 | -5 | .
Cc1c(C)c(C)c(CN2CCSCC2)c(C)c1C | 2 | -4 | 0.8 | 4 | -2 | -14 | 2 | 14 | 0 | 6
COCCSc1nnc(NC(=O)c2ccc([N+](=O)[O-])cc2)s1 | 17 | -3 | -0.2 | -15 | 0 | 26 | -4 | -26 | -3 | .
COc1cccc2c(=O)c(C(=O)NCCc3ccccc3)c[nH]c12 | . | 13 | -0.2 | 8 | 1 | 2 | -2 | -2 | -24 | -3
CC(C)(C)n1cnc2cc(NCc3ccccc3O)ccc21 | 51 | 9 | -0.6 | -3 | 5 | 9 | -7 | -9 | -11 | 17
CCCCC(=O)N/N=C(/C)C1=C(C)C(C)(C)OC1=O | -12 | -6 | -0.1 | 26 | 0 | 4 | . | -4 | -4 | -5
COc1ccc(NC(=O)c2nn(C)c(=O)c3ccccc23)cc1S(=O)(=O)Nc1ccccc1Cl | 4 | -5 | -1.1 | -1 | 5 | -43 | -6 | 43 | 12 | 0
CCOc1cc(C(=O)Nc2ccc(S(=O)(=O)NC3=NCCCCC3)cc2)cc(OCC)c1OCC | -4 | 9 | -3.7 | -12 | -2 | -39 | 7 | 39 | -3 | 0
CCc1ccccc1OCC(=O)N1CCN(c2ncccn2)CC1 | -6 | 4 | -1.1 | 10 | 0 | 26 | 2 | -26 | 0 | -6
CC(C)Oc1ccc(CNC(=O)CCCN2C(=O)C(c3ccccc3)Oc3cccnc32)cc1 (configuration not stated) | -3 | -11 | -1.7 | 21 | -10 | 17 | -25 | -17 | -9 | -1
Cc1nc2ccccc2n1CC(=O)OCC(=O)Nc1ccc2c(c1)OCCO2 | 2 | 4 | 0.8 | 38 | 0 | 27 | -2 | -27 | -2 | -2
S=C(c1ccccc1)N1CCCC1 | . | -8 | 0.7 | 4 | 0 | -9 | 0 | 9 | 0 | -3
O=C(CSc1nnc(CCCN2C(=O)c3cccc4cccc(c34)C2=O)n1-c1ccccc1)NCCCN1CCOCC1 | 2 | -13 | -0.5 | -3 | 0 | 14 | 5 | -14 | -7 | 1
Cc1nn2c(=O)cc(CSc3nc4ccccc4[nH]3)nc2s1 | -2 | -11 | -0.2 | -8 | . | 14 | -14 | -14 | 1 | .
CN(C)c1oc(-c2ccc(Cl)cc2)nc1S(=O)(=O)c1ccccc1 | 7 | 0 | -0.2 | -18 | 1 | 28 | -6 | -28 | 8 | 2
CCOC(=O)C(/C=N/c1cc(C)nn1-c1ccccc1)=C(\C)O | . | -13 | -1.9 | . | -3 | -5 | -15 | 5 | -12 | 61*
CC(=O)c1cc2cc(O)ccc2o1 | 10 | 20 | -0.1 | 7 | 0 | -2 | -269 | 2 | -10 | -3
O=C(O)c1ccc2c(c1)N(Cc1ccccc1)C(=O)c1ccccc1S2 | 0 | -7 | 0.3 | -22 | -2 | 18 | 1 | -18 | -3 | -6
NS(=O)(=O)c1ccc(CCNC(=O)CSc2nnc3ccccn23)cc1 | 7 | -6 | -0.3 | -8 | -1 | 12 | . | -12 | -6 | -5
COc1nc(C)c2cc(C)oc2n1 | 16 | -10 | -3.8 | -28 | -2 | 36 | -1 | -36 | -2 | -6
CCOC(=O)C1=C(C)NC(C)=C(C(=O)OCC)C1C(=O)OCC(=O)N(C)C1CCS(=O)(=O)C1 (configuration not stated) | 9 | 7 | 0.0 | . | 0 | -7 | -8 | 7 | 0 | 2
O=c1[nH]c(-c2ccco2)nc2sc3c(c12)CCCC3 | 64 | -9 | -1.4 | -51 | -1 | -22 | 0 | 22 | 0 | -4
O=C(NCCN1CCOCC1)Nc1ccccc1 | . | -10 | -2.4 | 20 | -3 | 2 | -24 | -2 | 5 | 4
Cc1c(-c2cc(Br)ccc2O)nc2cc3c(cc2c1C)OCO3 | 10 | -6 | -0.2 | -2 | -1 | -4 | -5 | 4 | 24* | 0
CCOc1ccc(OCC)c(NS(=O)(=O)c2cn(C)cn2)c1 | 0 | -15 | 0.1 | -20 | 12 | 15 | 0 | -15 | -2 | 1
O=C(Cc1ccccc1Cl)c1ccccc1 | 16 | 6 | 0.7 | . | -3 | 15 | 17 | -15 | 0 | .
O=C1N=C(N2CCCCC2)S/C1=C\c1ccc(Cl)cc1 | . | -3 | -0.6 | -16 | -7 | 22 | 10 | -22 | -6 | -3
Cc1cc(C(=O)NN)c(C)o1 | 0 | -1 | 0.6 | 2 | 8 | 28 | 9 | -28 | 1 | -1
CCN=C1SC(C(=O)Nc2cccc(C(=O)O)c2)CC(=O)N1CC (configuration not stated) | -5 | -5 | -3.5 | -9 | 6 | -6 | -4 | 6 | 4 | -1
O=[N+]([O-])c1ccc2nc(-c3ccccn3)[nH]c2c1 | . | -8 | -1.1 | 7 | -8 | 1 | -3 | -1 | -12 | -1
Cc1sc2nc(SCC(=O)NCCO)n(-c3ccccc3)c(=O)c2c1C | 2 | -16 | -5.0 | 14 | -2 | 20 | -15 | -20 | 7 | -2
Oc1ccccc1-c1nnc2n1CCCCC2 | . | -8 | -5.3 | -16 | -1 | 12 | 3 | -12 | -6 | 4
c1ccc(-n2ncc3c(NC4CCCCCC4)ncnc32)cc1 | . | -15 | -1.9 | 20 | . | -63 | -1 | 63 | -9 | .
CC(NC(=O)Cc1c(F)cccc1Cl)C1CCCO1 (configuration not stated) | 1 | -14 | -0.2 | . | -1 | 38 | 1 | -38 | -1 | -1
COCc1cc(C)nc(Nc2ccccc2OC)c1C#N | . | -6 | -1.1 | -25 | -6 | -26 | 0 | 26 | 3 | -3
O=C(CNC1CCCCC1)Nc1ccc(Cl)cc1 | . | -14 | -1.0 | -12 | 3 | -18 | 3 | 18 | -2 | .
C/C(=N\NC(=O)C1CC1)c1ccc(OC(F)F)cc1 | . | -10 | -1.5 | 16 | 2 | . | -2 | . | 2 | -3
Cc1cnn(-c2cc(N/N=C/c3ccccc3F)ncn2)c1 | 56 | -6 | -0.4 | 1 | -2 | 23 | -4 | -23 | -12 | -1
COc1cc2c(cc1OC)CN(C(=O)C(CCSC)NS(=O)(=O)c1ccc(C)cc1)CC2 (configuration not stated) | -10 | -14 | -1.1 | 5 | 1 | 13 | 0 | -13 | 2 | 1
CCOC(=O)c1[nH]c2ccc(C)cc2c1N | 43 | -5 | -1.7 | 16 | 4 | 11 | 0 | -11 | -8 | .
Cc1cc(NC(=O)COC(=O)c2cccc(OCc3ccccc3)c2)no1 | 5 | -14 | -2.0 | 2 | -5 | -1 | 1 | 1 | -2 | 1
O=C(CN1C(=O)COc2ccc(S(=O)(=O)N3CCOCC3)cc21)NCc1ccccn1 | -2 | 10 | -0.3 | 10 | -2 | . | 9 | . | 3 | 8
N=C(c1cccc([N+](=O)[O-])c1)N1CCCCCC1 | 5 | -11 | 0.2 | -7 | 0 | 10 | -5 | -10 | -1 | 0
COc1ccc(CCN2C(=NC(=O)C(C)C)SC3CS(=O)(=O)CC32)cc1OC (configuration not stated) | . | -15 | -0.6 | 1 | -4 | . | -3 | . | -4 | -2
Cc1ccc(CNC(=O)CSc2ccc(-c3cccs3)nn2)cc1 | 9 | -24 | -5.9 | 1 | -2 | 15 | -4 | -15 | -16 | 4
Cc1ccccc1Nc1nccc(N(C)C)c1C#N | 13 | -6 | -1.1 | 25 | -1 | 8 | -10 | -8 | 1 | 0
O=C(CC(c1ccccc1)c1cc(Cl)ccc1O)NCCN1CCOCC1 (configuration not stated) | -6 | -6 | -2.6 | 1 | 31 | . | -8 | . | -3 | -1
CC(=O)Nc1ccc(NC(=O)C(C)OC(=O)c2ccc(C)s2)cc1 (configuration not stated) | -6 | -7 | -0.9 | -2 | -1 | 6 | 5 | -6 | -2 | 6
COc1cc(NS(=O)(=O)c2ccc(Br)s2)cc(OC)c1 | . | 4 | 0.9 | -3 | 0 | 14 | 6 | -14 | -6 | 0
O=C(CSc1nc2ccccc2c(=O)[nH]1)Nc1ccccc1C(F)(F)F | -1 | -9 | -2.2 | 14 | -4 | 1 | -4 | -1 | 2 | -3
Cc1ccc(NC(=O)CN(C)C(=O)COc2ccc(C(=O)c3ccc(F)cc3)cc2)cc1 | 5 | -19 | -1.9 | -8 | 1 | -21 | -4 | 21 | -8 | 1
Cc1onc(-c2ccc(Cl)cc2Cl)c1C(=O)/C=C/N(C)C | 6 | -10 | -0.3 | -9 | 1 | 0 | 8 | 0 | -6 | .
CN(C)CCCN1C(=O)C(=O)/C(=C(/O)c2ccncc2)C1c1cccnc1 (configuration not stated) | -5 | -10 | -0.9 | . | 3 | 7 | 0 | -7 | -1 | -6

Part of the list above in order of molar mass, descending.
SMILES | MITF act | PvdQ inh | CAL PDZ FP-1 | PfHsp90 yeast 2 | NSD2 HMT inh | SR-BI DiI-HDL act | Rtt109 Vps75 | SR-BI HDL uptake | dFosB activator | CAL PDZ FP-2
CCOC(=O)C1=C(C)NC(C)=C(C(=O)OCC)C1C(=O)OCC(=O)N(C)C1CCS(=O)(=O)C1 (configuration not stated) | 9 | 7 | 0.0 | . | 0 | -7 | -8 | 7 | 0 | 2
CCc1ccccc1OCC(=O)N1CCN(c2ncccn2)CC1 | -6 | 4 | -1.1 | 10 | 0 | 26 | 2 | -26 | 0 | -6
S=C(c1ccccc1)N1CCCC1 | . | -8 | 0.7 | 4 | 0 | -9 | 0 | 9 | 0 | -3

Entries listed above marked active in CAL PDZ FP-2.
SMILES | MITF act | PvdQ inh | CAL PDZ FP-1 | PfHsp90 yeast 2 | NSD2 HMT inh | SR-BI DiI-HDL act | Rtt109 Vps75 | SR-BI HDL uptake | dFosB activator | CAL PDZ FP-2
CCOC(=O)C(/C=N/c1cc(C)nn1-c1ccccc1)=C(\C)O | . | -13 | -1.9 | . | -3 | -5 | -15 | 5 | -12 | 61*
